CHT allo act: human CHT allosteric activation; Q9GZV3; CHT-expressing cells, membrane potential dye, choline EC20; stronger effect = higher value; LV-AA mutant CHT in HEK293 cells; B-score at 10 µM; 310,000 tested, 0.49% active;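 active = initial fluorescence not abnormally high and integrated response B-score, plate-corrected, over 3 SD above library mean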
Target sequence (Q9GZV3 whole entry, looked up): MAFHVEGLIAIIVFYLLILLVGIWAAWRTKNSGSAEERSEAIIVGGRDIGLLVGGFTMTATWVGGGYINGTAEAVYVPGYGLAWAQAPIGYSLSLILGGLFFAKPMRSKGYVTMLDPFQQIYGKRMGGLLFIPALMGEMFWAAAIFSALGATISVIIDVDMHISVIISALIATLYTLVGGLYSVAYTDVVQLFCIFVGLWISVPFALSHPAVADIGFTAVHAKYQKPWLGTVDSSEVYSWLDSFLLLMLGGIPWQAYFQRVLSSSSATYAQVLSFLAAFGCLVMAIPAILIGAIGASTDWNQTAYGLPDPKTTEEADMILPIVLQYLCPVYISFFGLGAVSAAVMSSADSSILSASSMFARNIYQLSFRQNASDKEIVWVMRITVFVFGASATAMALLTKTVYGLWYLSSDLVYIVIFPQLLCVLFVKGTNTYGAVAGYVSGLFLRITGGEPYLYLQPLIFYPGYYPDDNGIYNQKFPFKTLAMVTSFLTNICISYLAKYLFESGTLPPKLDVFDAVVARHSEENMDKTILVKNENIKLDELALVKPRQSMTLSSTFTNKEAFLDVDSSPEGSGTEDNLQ
OX1R antag-1: antagonists of human orexin 1 receptor (OX1R). O43613. OX1R-expressing cells, FRET antagonist read-out. inhibition, % at 6.6 µM. 330,000 tested, 1.8% active. AID 485270; in the data active = inhibition mostly above about 38%, no sharp cut-off; inactive = mostly below about 40%;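 also: 0% = agonist challenge alone and 100% = reference antagonist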
Target sequence (O43613 whole entry, looked up): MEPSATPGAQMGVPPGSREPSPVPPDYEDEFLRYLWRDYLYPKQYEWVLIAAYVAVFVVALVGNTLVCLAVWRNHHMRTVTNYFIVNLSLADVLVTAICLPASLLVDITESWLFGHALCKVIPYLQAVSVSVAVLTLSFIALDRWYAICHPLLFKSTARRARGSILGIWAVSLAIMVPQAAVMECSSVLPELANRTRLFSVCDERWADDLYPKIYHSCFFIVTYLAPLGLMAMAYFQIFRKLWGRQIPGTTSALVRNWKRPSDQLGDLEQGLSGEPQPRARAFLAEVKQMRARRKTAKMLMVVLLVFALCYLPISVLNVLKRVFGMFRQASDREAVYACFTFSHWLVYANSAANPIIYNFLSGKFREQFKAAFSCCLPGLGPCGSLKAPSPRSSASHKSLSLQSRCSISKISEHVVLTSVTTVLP
OX1R antag-2: human HCRTR1 antagonism | CHO/OX1R cells, Fluo-8 calcium fluorescence, orexin A | O43613 | inhibition, % at 5 µM | AID 434989 | 330,000 tested, 0.43% active;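 active = inhibition above its plate's threshold, mean inhibition of all tested compounds on the plate plus 3 SD, cut at about 37% in these data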;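 also: 0% = orexin A challenge wells and 100% = SB-334867-A antagonist wells; not every result past the cut was called active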
The depositor's hits bear a star; i = inactive; x = no result given.

Start of the data: the first six records as a preview:
SMILES	CHT allo act	OX1R antag-1	OX1R antag-2
CCN1C(=O)[C@@H]2[C@@H](c3ccc(SC4CCCCC4)cc3)N3CCCC[C@@]3(C(=O)OC)[C@@H]2C1=O	i	39.2	-29.8
COC(=O)Nc1c(-c2ccccc2)nc2ccc(Cl)cn12	i	6.4	-9.1
COc1cccc(N2CCN(S(=O)(=O)c3ccc4c(c3)CC(C)N4C(=O)C3CC3)CC2)c1 (centres undefined)	i	8.9	-28.4
CN(c1ccccc1)c1ccc(/C=C/[N+](=O)[O-])cc1	i	55.2	78.4*
CCOC(=O)c1cnc2cc(-c3ccc(Cl)cc3)nn2c1N	i	4.8	3.3
C=CCNC(=O)CC(C)C(CCCCC)C(=O)O (centres undefined)	i	11.6	-12.3

The listing (from the top)
SMILES	CHT allo act	OX1R antag-1	OX1R antag-2
CCN1C(=O)[C@@H]2[C@@H](c3ccc(SC4CCCCC4)cc3)N3CCCC[C@@]3(C(=O)OC)[C@@H]2C1=O	i	39.2	-29.8
COC(=O)Nc1c(-c2ccccc2)nc2ccc(Cl)cn12	i	6.4	-9.1
COc1cccc(N2CCN(S(=O)(=O)c3ccc4c(c3)CC(C)N4C(=O)C3CC3)CC2)c1 (centres undefined)	i	8.9	-28.4
CN(c1ccccc1)c1ccc(/C=C/[N+](=O)[O-])cc1	i	55.2	78.4*
CCOC(=O)c1cnc2cc(-c3ccc(Cl)cc3)nn2c1N	i	4.8	3.3
C=CCNC(=O)CC(C)C(CCCCC)C(=O)O (centres undefined)	i	11.6	-12.3
C[C@]12C(=O)N(c3ccccc3)C(=O)N1[C@H]1c3ccccc3OC[C@@H]1[C@H]2c1ccccc1	x	10.1	-19.4
COc1ccccc1-c1cc(C(=O)NCc2ccccc2)no1	i	31.7	-14.1
CCc1noc(C)c1C(=O)Nc1ccc(-c2nnc3n2CCCCC3)cc1	i	20.6	-9.8
Cc1nnc(-c2ccc(Oc3ccc(C)c(C)c3)c([N+](=O)[O-])c2)o1	i	7.7	-0.4
C=CCOc1cccc(C2C(C(=O)c3ccco3)=C(O)C(=O)N2Cc2ccncc2)c1 (centres undefined)	i	13.4	-6.6
CN(Cc1ccccc1)C(=O)CSc1nc2ccccc2[nH]1	i	23.5	-25.2
Cc1ccc(-n2c(SCC(=O)NCC3CCCO3)nc3c(c2=O)SCC3)cc1 (centres undefined)	i	24.8	-19.2
COc1cc(Cl)ccc1OCc1cc(C(=O)N2CCCCCC2)no1	i	12.8	-20.5
Cc1cccc(-c2cc3nc4c(c(N5CCOCC5)n3n2)CCCC4)c1	i	2.2	-43.9

Two of these compounds in a different format.
Fields – CHT allo act, OX1R antag-1, OX1R antag-2
Cc1cccc(-c2cc3nc4c(c(N5CCOCC5)n3n2)CCCC4)c1
 : i, 2.2, -43.9
C=CCOc1cccc(C2C(C(=O)c3ccco3)=C(O)C(=O)N2Cc2ccncc2)c1 (centres undefined)
 : i, 13.4, -6.6

The list continues.
SMILES	CHT allo act	OX1R antag-1	OX1R antag-2
COc1ccc(-c2cc(C(=O)N3CCN(c4ccccc4O)CC3)c3ccccc3n2)cc1	x	-5.8	3.6
O=C(O)c1ccc(N2C(=O)/C(=C/c3ccc(-c4ccc([N+](=O)[O-])cc4)o3)C=C2c2ccccc2)cc1	i	7.9	15.5
Cc1cccc(C)c1NC(=O)CSc1nnc(C)n1-c1ccccc1	i	18.8	-13.5
CCOC(=O)CC(=O)CSCC(=O)Nc1ccc(C)cc1	i	1.7	-23.8
COc1cc(/C=N/NC(=O)c2cccs2)ccc1OCc1ccccc1	i	17.9	-26.9
CC1C(=O)Nc2ccccc2N1C(=O)c1ccccc1 (centres undefined)	i	13.8	-30.4
Cc1nc2ccccc2n1CCc1nc2c3ccccc3nc(SCC(=O)NCc3ccco3)n2n1	i	33.8	-14.7
Cc1ccc(OCCCCn2ccnc2)c(Cl)c1	i	10.1	-13.5
Cc1ccc(/C=C/C(=O)N2CCN(c3cccc(C(F)(F)F)c3)CC2)cc1	i	8.6	-9.3
O=[N+]([O-])c1nn(-c2ccc3c(c2)OCCO3)n(O)c1=NCCCO	i	73.7*	-18.9
O=C1c2cccnc2C(Nc2ccc(Br)cc2)N1Cc1cccs1 (centres undefined)	i	14.1	-23.3
Cc1cc2c(cc1C)NC(c1nc3ccccc3[nH]1)C1=C(CC(C)(C)CC1=O)N2 (centres undefined)	i	20.5	-16.8
O=C(COc1ncnc2c1cnn2-c1ccccc1)Nc1ccc(S(=O)(=O)N2CCCCC2)cc1	i	1.9	-0.2
COc1ccc(-n2c(CNC(=O)c3cccs3)n[nH]c2=S)cc1	i	23.2	-10.7
COc1ccc(C2=CC(=O)C[C@H](c3ccc(F)cc3)C2)c(F)c1F	x	7.0	-14.0
CN(C(=O)c1ccc(N2CCCCC2)c([N+](=O)[O-])c1)C1(C)CCS(=O)(=O)C1 (centres undefined)	i	20.3	-9.4
COCCCN(C(C)=O)c1nc(-c2ccccc2)cs1	i	17.8	-22.6
O=C(CNC(=O)c1ccco1)NC1CCCCCC1	i	8.6	-6.6
Cc1cc(=O)oc2cc(OCC#N)ccc12	i	8.9	-3.5
CN(CC(=O)Nc1ccc(Cl)c(C(F)(F)F)c1)C(=O)CCNC(=O)c1ccco1	i	29.3	-21.5
CN1C(=O)c2ccccc2Sc2ccc(NC(=O)N3CCOCC3)cc21	i	0.9	-3.6
COc1cccc2c(=O)c3ccoc3n(C)c12	i	13.0	-18.8
Cn1cccc1C(=O)NNC(=O)COc1ccc(C#N)cc1	x	-0.2	-16.8
Cc1ccccc1Cn1c(-c2cncs2)nc2ccccc21	i	18.6	-42.2
O=C(Nc1nnc(-c2ccc(Cl)cc2)o1)Nc1ccccc1Cl	i	22.7	-62.3
COc1ccc2c(c1OC)C(=O)N(c1cccc(C(F)(F)F)c1)C2	i	10.4	-26.7
COC(CNC(=S)Nc1ccc([N+](=O)[O-])cc1)OC	i	10.1	-7.6
COC(=O)CN1C(=O)[C@H]2[C@@H](c3ccc(C)o3)N3C(=O)CN(Cc4ccccc4)C(=O)[C@@]3(C)[C@H]2C1=O	i	5.9	5.0
Cc1cccc(NC(=O)N2CCC(n3nnc4cc(C)ccc43)CC2)c1	i	9.4	-27.5
O=C(CCl)NC(Cc1ccccc1)c1ccccc1 (centres undefined)	i	11.2	-11.4
COc1ccc(NC(=O)C2CCN(C(=O)Nc3ccc(C)cc3)CC2)cc1OC	i	18.7	-25.5
O=C(Nc1ccc(F)cc1F)c1ccc(-n2cccn2)nc1	i	0.7	-16.4
CC(=O)NC(=S)Nc1ccc(S(=O)(=O)N2CCOCC2)cc1	i	15.7	-16.1
COc1ccc(-c2cc3cc4c(cc3cn2)OCO4)cc1	x	15.7	-13.8
CCOC(=O)c1c(C)nc2cc(C)cc(C)n12	i	12.0	-26.2
Cc1ccc(SCc2cc(-c3ccc(Cl)cc3)no2)cc1	i	10.9	-29.9
CC1(C)CC1C(=O)Nc1ccc([N+](=O)[O-])cc1Br (centres undefined)	i	23.8	-12.4
COc1ccc2c(=O)c(-c3ccc(C)cc3)c(-c3ccccc3)oc2c1	x	3.3	-17.9
O=C(Nc1ccc(-c2csnn2)cc1)C1CC1	i	-0.9	4.5
CCOC(=O)[C@@H]1[C@H]2COc3ccccc3[C@H]2N2C(=O)N(c3ccccc3)C(=O)[C@]12C	i	18.8	-26.6
O=C(CN(C(=O)CCC(=O)Nc1nccs1)c1ccc(F)cc1)NCc1ccco1	i	16.6	-37.2
CC(=O)Nc1ccc(OCC(=O)NC(C)c2ccc(F)cc2)cc1 (centres undefined)	i	17.5	-10.9
COCCN(Cc1ccccc1)C(=O)c1cccc(S(=O)(=O)N(C)c2c(C)n(C)n(-c3ccccc3)c2=O)c1	i	9.5	-24.9
CC1CN=C(N(Cc2ccccc2)C(=O)Nc2ccccc2)S1 (centres undefined)	i	-1.1	-17.2
COc1ccccc1NS(=O)(=O)c1cccc(C(=O)NNC(=O)c2ccc(=O)[nH]c2)c1	x	13.5	-2.9
COc1ccc(C2(C)CC(=O)NC2=O)cc1 (centres undefined)	i	3.6	9.3
Cc1ccnc(NC(=O)Cn2cc([N+](=O)[O-])cn2)c1	i	11.0	2.9
COC(=O)/C=C/CC(C)OS(N)(=O)=O (centres undefined)	i	1.1	-22.8
Cc1ccc(NC(=O)c2ccc(Cl)c(NC(=O)c3cccs3)c2)cc1	i	24.0	-20.7
COc1ccc(CCN2C(=O)C3C4CC(C5C(C(=O)N/N=C\c6ccc(Cl)cc6)=NOC45)C3C2=O)cc1OC (centres undefined)	i	50.2	-10.7
CCOC(=O)C1=C(COc2ccc(F)cc2Cl)NC(=O)NC1c1cc(C)ccc1C (centres undefined)	i	5.1	-22.4
CCn1c(SCC(=O)NCc2cccs2)nnc1-c1ccco1	i	10.9	-6.8
CCN(CC)C(=O)CSc1nc(O)c(Cc2ccccc2)c(=O)n1-c1ccccc1C	i	3.5	-23.6
C=CCOC(=O)C1=C[C@@H](c2ccc(Br)cc2)C[C@@H](OCc2ccc(CO)cc2)O1	i	23.8	-26.8
CC(C)NS(=O)(=O)c1ccc(CCC(=O)N2CCC(C(N)=O)CC2)cc1	i	8.1	-17.5
Cc1cccc(NC(=S)N2CCN(c3ccc(F)cc3)CC2)c1	i	7.8	-6.2
CCOC(=O)c1c(NC(=O)CSc2nc3ccccc3c(=O)n2-c2ccccc2)sc(C(C)=O)c1C	i	9.5	-11.4
Cc1cc(C(=O)Nc2ccc(S(=O)(=O)Nc3onc(C)c3C)cc2)cs1	i	5.2	-6.0
COc1ccccc1CNCC(=O)Nc1ccc(C(F)(F)F)cc1	i	-1.8	-28.9
CCOC(=O)C1CCCN(C(=O)C2CCN(S(=O)(=O)c3cccs3)CC2)C1 (centres undefined)	i	9.3	-3.9

(more compounds)
SMILES	CHT allo act	OX1R antag-1	OX1R antag-2
COc1ccccc1-c1cn[nH]c1-c1ccc(OCc2ccccc2)cc1O	i	13.3	0.6
O=C(c1ccc(F)c(S(=O)(=O)N2CCOCC2)c1)N(c1ccccc1)c1ccccn1	i	21.4	-14.1
CC(C)C(=O)Nc1nc(-c2ccccc2)ns1	i	17.0	-11.7
CCOC(=O)c1ccc(NC(=S)N2CCN(C(=O)C3CCCO3)CC2)cc1 (centres undefined)	i	24.4	-3.9
CCN(CC)S(=O)(=O)c1ccc2c(c1)nc(CCC(=O)Nc1cccc(C(F)(F)F)c1)n2CC	i	-4.6	-24.8
O=C1CSC(c2ccccc2F)N1c1ccccc1 (centres undefined)	i	9.8	-0.9
O=C(NN1C(=O)C2C(C1=O)C1C=CC2C12CC2)c1cccnc1 (centres undefined)	i	2.7	-5.0
NS(=O)(=O)c1ccc(CCNC(=O)c2ccc3c(c2)N(Cc2ccccc2)CCS3)cc1	i	70.3*	-6.5
CCOC(=O)c1ccc2nc(C)cc(Nc3cccc(C(=O)O)c3)c2c1	i	7.2	-18.9
CCOC(=O)COc1ccc(C)cc1-c1ccno1	i	10.8	-21.5
O=C(CSc1ccccc1)OCC(=O)N1CCN(C(=O)c2ccco2)CC1	x	-2.2	-10.9
O=C(NCc1cccs1)C(=O)NCC(c1ccco1)N1CCN(c2ccccc2)CC1 (centres undefined)	i	9.7	-21.2
Cc1ccc2cc(/C=N/NC(=O)CN3CCCCC3)c(Cl)nc2c1	i	65.5	-33.2
Cc1ccsc1C(C(=O)NC1CCCCC1)N(C(=O)c1csnn1)C1CC1 (centres undefined)	i	5.7	-29.4
CCCCCC(=O)N1CCCCC1	i	0.5	-7.1

Brought forward from above: 5 compounds; new compounds follow.
SMILES	CHT allo act	OX1R antag-1	OX1R antag-2
O=C(CSc1ccccc1)OCC(=O)N1CCN(C(=O)c2ccco2)CC1	x	-2.2	-10.9
O=C(NCc1cccs1)C(=O)NCC(c1ccco1)N1CCN(c2ccccc2)CC1 (centres undefined)	i	9.7	-21.2
Cc1ccc2cc(/C=N/NC(=O)CN3CCCCC3)c(Cl)nc2c1	i	65.5	-33.2
Cc1ccsc1C(C(=O)NC1CCCCC1)N(C(=O)c1csnn1)C1CC1 (centres undefined)	i	5.7	-29.4
CCCCCC(=O)N1CCCCC1	i	0.5	-7.1
CC(=O)Nc1cccc(C(=O)OC(C)C(=O)NC(=O)NC2CCCCC2)c1 (centres undefined)	i	10.9	-34.0
CCc1nc(Nc2ccc3c(c2)OCCO3)c2oc3ccccc3c2n1	i	14.3	-46.4
COc1ccc(CNc2ccc(Cl)cc2)cc1Cn1ccnc1	i	6.4	-23.6
N/C(=N\S(=O)(=O)c1ccc(Cl)s1)c1ccccc1	i	8.0	-1.9
Nc1[nH]n2c(=O)cc(-c3ccccc3)nc2c1N=Nc1ccc2c(c1)OCO2	i	11.5	-9.5
CCN(CC)S(=O)(=O)c1ccc(-c2nnc3sc4cccc(C)c4n23)cc1	i	5.9	-44.5
O=[N+]([O-])c1cccc(CNc2ccc3c(c2)CCC3)c1	i	22.8	-10.6
CSc1ncc(C(=O)Nc2ccc(C(C)=O)cc2)c(-c2ccccc2)n1	i	-2.9	-19.3
CCC(C)[C@H](NC(=O)[C@@H]1Cc2c([nH]c3ccccc23)C2c3ccccc3C(=O)N21)C(=O)NCC1CCCO1 (some centres undefined)	i	17.6	-14.5
COc1cccc(NC(=O)NCc2cccn2C)c1	i	12.0	-5.7
CC(=O)c1cc(C#N)c(SCc2ccc(F)cc2)nc1C	i	7.4	-16.5
CCS(=O)(=O)c1nc(S(=O)(=O)c2ccc(Cl)cc2)c(NCCCN2CCOCC2)s1	i	0.2	-11.5
CC(C)CCNC(=O)C(c1cccnc1)N(CCc1ccccc1)C(=O)Cn1nnc2ccccc21 (centres undefined)	i	20.3	-22.2
COC(=O)c1nn(C23CC4CC(CC(C4)C2)C3)c2c1C(=O)N(c1ccc(F)cc1)C2=O	i	13.1	0.4
COc1ccc(C(=O)NNC(=O)c2cc3cccc(OC)c3oc2=O)cc1	i	49.7*	-16.3
COc1cc(OC)nc(/N=C/NO)n1	i	-2.6	-0.4
CCCCN(C(=O)c1c(C)[nH]c(C(=O)OCC)c1C)c1ccccc1	i	3.7	-20.0

Screening results deposited in PubChem BioAssay by several laboratories.
